4MU fluor: compounds fluorescent in 4-MU spectral region; compound autofluorescence, 340/450 nm, 4-MU equivalents; active compounds read high; max dye-equivalent concentration, M; 11% of 59,000 active; in the data active means max dye-equivalent concentration above about 10 nM; inconclusive means mostly about 1.1 nM to 9.6 nM
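Compounds in 100 mM Tris, pH 8.0, sat 15 min at room temperature before fluorescence was read at 340 nm excitation/450 nm emission; a per-plate six-point 4-MU standard curve converted signals to dye-equivalent concentration at each compound concentration.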
Rhodamine autofl: compound fluoresces in the rhodamine spectral region; max dye-equivalent concentration, M; Rhodamine-region fluorescence, 547/598 nm, Tris buffer; active compounds read high; 0.05% of 59,000 active; AID 594; in the data active means max dye-equivalent concentration above about 11 nM; inconclusive means between about 1.1 nM and that limit
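A six-point rhodamine series on each plate calibrates the signal. Compounds sit in 100 mM Tris (pH 8.0) for 15 min at ambient temperature before imaging through 547 nm/598 nm filters.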
USP2a inh: inhibitors of human ubiquitin-specific protease USP2a | USP2a enzymatic assay, qHTS inhibition | Potency, µM (series often up to 38.3 µM), inactives show at the top dose activity change, negative = inhibition, actives largely listed as inhibitors | 0.1% of 60,000 active;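 further: potency means the concentration at half of the fitted maximal effect; nearly all actives have a fitted effect of over 60% in size; plate controls were DMSO for no effect and NEM full inhibition control for full effect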
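USP2 core (20nM final) preincubated 30 min RT with compound, then Ub-PLA2 20nM and NBD C6-HPC 20uM final added; buffer 20mM Tris-HCl pH 8.0, 2mM CaCl2. Fluorescence Ex 460/Em 535 read at 0 and 2.5 h; normalized to NEM.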
BRCT inh red: inhibitors of human BRCA1 BRCT-phosphoprotein interaction (red fluorophore) | BRCT-phosphopeptide binding, red fluorescence polarization | P38398 | Potency, µM (titrated, usually from 76.9 µM), for the others: at the top dose activity change, negative = inhibition, hits mostly inhibitors | 0.03% of 75,000 active; further: on the % scale 0 is the no-effect control and ±100 the full control effect
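Fluorescence polarization: 100 nM His-tagged BRCA1 BRCT with 100 nM TAMRA-labelled phospho-BACH1 decapeptide, phosphate buffer pH 7.3 with 150 mM NaCl, DTT, 0.01% Tween 20; 12 min RT. Binding inhibition seen as FP decrease.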
Fluorescein fluor: compound autofluorescence in fluorescein spectral region | AID 593 | 0.91% of 59,000 active | max fluorescein-equivalent concentration, M | Compound autofluorescence, 480/540 nm, fluorescein-equivalent; active compounds read high; in the data active means max fluorescein-equivalent concentration above about 10 nM; inconclusive means between about 1.1 nM and that limit
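Values reflect compound autofluorescence, normalized to fluorescein on the same plate and reported at each tested concentration. Conditions: 100 mM Tris pH 8.0, room temperature, 15 min, excitation 480 nm, emission 540 nm.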
HEK293 cAMP cs: raises cAMP in parental HEK293 cells, TSHR agonist counter-screen; parental HEK293 CNG cAMP sensor, membrane potential fluorescence; Potency, µM (series often up to 57.1 µM), inactives show at the top dose activation, hits mostly activators; 2.5% of 73,000 active; AID 938; further: potency means the concentration at half of the fitted maximal effect; % of control where 0% means no effect; nearly all actives have a fitted effect of over 55% in size
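Parental HEK 293 cells stably expressing a cAMP-gated CNG channel were loaded with membrane potential dye containing 100 uM RO 20-1724 for 60 min. Compound added for 30 min; depolarization read as fluorescence intensity at 590 nm.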
BRCT inh green: BRCA1 BRCT-phosphoprotein interaction inhibition; Potency, µM (top dose mostly 76.9 µM), inactives show top-dose activity change, negative = inhibition, hits mostly inhibitors; BRCA1 BRCT-phosphopeptide binding, green fluorescence polarization; 0.05% of 75,000 active; P38398; AID 875;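 further: potency means the concentration at half of the fitted maximal effect; plate controls were peptide without protein for full effect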
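Fluorescence polarization: His-tagged BRCT (~35 kDa BRCA1 C-terminus, 250 nM) bound to 100 nM fluorescein-labeled phosphorylated 10-aa BACH1 peptide, pH 7.3 phosphate buffer with DTT and Tween 20. Compounds incubated 12 min at room temperature; inhibition read as lowered polarization.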
Caspase-7 inhib: caspase-7 (human) inhibition, allosteric or competitive | P55210 | recombinant caspase-7, Ac-DEVD-AFC fluorescence rate | Potency, µM (doses to about 57.5 µM), for the others: top-dose activity change, negative = inhibition, actives largely listed as inhibitors | 0.02% of 75,000 active | AID 889; active means well fitted inhibition curve with a large enough effect in the main read-out, with a control signal flat, not every such curve was filed as active; inconclusive means small, poorly fitted or top-dose-only effect, or a change in a side signal; further: potency means the concentration at half of the fitted maximal effect; % of control where 0% means no effect
Casp1 inh: blocks human caspase-1 allosterically or competitively | P29466 | Caspase-1 enzyme, Ac-WEHD-AFC fluorogenic rate | 0.03% of 75,000 active | Potency, µM (series often up to 57.5 µM), for inactives: at the top dose activity change, negative = inhibition, most hits filed as inhibitors | AID 900;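 further: potency means the concentration at half of the fitted maximal effect; plate controls were vehicle for no effect and no substrate for full effect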
Texas Red fluor: compound fluoresces in the Texas Red spectral region. 0.06% of 59,000 active. Compound fluorescence, Texas Red channel, 547/618 nm; active compounds read high. max dye-equivalent concentration, M; in the data active means max dye-equivalent concentration above about 10 nM; inconclusive means between about 1.1 nM and that limit
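Compound titrations in 100 mM Tris pH 8.0 were incubated 15 min at room temperature and read at 547 nm excitation / 618 nm emission. Texas Red six-point standard curve on each plate converted fluorescence to dye-equivalent concentration.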
A350 fluor: A350 region autofluorescence. 11% of 59,000 active. max dye-equivalent concentration, M. Compound autofluorescence, 340/450 nm, Alexa 350 dye-equivalents; active compounds read high. AID 590; in the data active means max dye-equivalent concentration above about 10 nM; inconclusive means mostly about 1.1 nM to 9.6 nM
Starred values were filed as active, the others as inactive; i = inactive; ? = inconclusive; · = not tested or not shown; [ ] = another dose, or the depositor's remark. Unless noted, the call rests on the fitted dose curve; in most records, active means well fitted curve in the direction sought with a large enough effect; inconclusive means small, poorly fitted or top-dose-only effect, or another doubt; inactive means no such curve, though single readings can be large; an effect the other way counts as inactive or inconclusive. Only part of the results is shown; count on the stated rates, not on these rows.

SMILES	4MU fluor	Rhodamine autofl	USP2a inh	BRCT inh red	Fluorescein fluor	HEK293 cAMP cs	BRCT inh green	Caspase-7 inhib	Casp1 inh	Texas Red fluor	A350 fluor
COc1ccc(C(=O)[C@H](Br)[C@H](Br)C(=O)O)cc1	i	i	·	0.4%[15.4 µM]	i	3.1%[11.4 µM]	-1.3%[15.4 µM]	-2.5%[11.5 µM]	0.7%[11.5 µM]	i	i
CCN1CCN(c2c(Cl)cccc2NC(=O)c2ccc3c(c2)OCCO3)CC1	i	i	21.8%	-0.5%	i	5.4%	0.5%	1.6%	0.4%	?	i
CCOC(=O)CSc1nc(N)c(C#N)c(-c2ccc(OC)cc2)c1C#N	3.7e-08M*	i	·	·	i	·	·	·	·	i	4.05e-08M*
O=C(Cn1c(-c2ccco2)nc2ccccc21)N1CCCCC1	i	i	-3.5%	-1.0%	i	?	0.0%	-0.7%	0.7%	i	i
O=C1c2ccccc2C(=O)N1c1n[nH]c(CCc2ccccc2)n1	i	i	4.5%	0.5%	i	4.6%	-0.7%	-0.5%	0.7%	i	i
O=C(NCc1ccccc1)NC(=O)c1ccncc1	i	i	-0.9%	1.4%	i	1.6%	0.0%	0.0%	0.0%	i	i
O=C(c1oc(=O)c2ccccc2c1-c1ccccc1)N1CCC(O)CC1	·	·	·	-0.4%	·	-4.8%	0.5%	0.3%	-2.7%	·	·
COc1ccccc1S(=O)(=O)Cc1ccc(C(=O)NCc2cccs2)o1	i	i	7.4%	0.4%	i	4.8%	0.6%	1.9%	-0.8%	i	i
CC12CCC(=O)N1C(C(=O)O)Cc1c2[nH]c2ccccc12 (stereo unspecified)	i	i	-5.9%	-0.4%	?	?	-2.4%	-3.9%	0.5%	i	i
COc1cc(C)c(C(C)C)cc1S(=O)(=O)N1CCN(C)CC1	i	i	0.8%	-0.1%	i	7.5%	-0.4%	7.7%	0.2%	i	i
CCCN1C(=O)c2ccc(C(=O)NC3CCCCC3)cc2C1=O	i	i	-2.8%	0.2%	i	13.6%	0.5%	0.0%	-0.3%	i	i
CCCCOC(=O)c1cccc(NC(=O)CCC(=O)O)c1	·	·	-0.2%	0.1%	·	10.2%	-1.0%	0.2%	-1.5%	·	·
CC(C)COC(=O)Cn1cnc2ccc(Br)cc2c1=O	i	i	15.5%	-0.1%	i	6.5%	-0.2%	-2.3%	-0.5%	i	i
CN(C)CCNC(=O)c1ccc(COCC(F)(F)F)cc1	i	i	-0.6%	-1.1%	?	2.2%	-3.7%	0.6%	-0.3%	i	i
Cn1c(=O)cc(-c2ccccc2)c2ccccc21	i	i	-11.6%	-1.4%	i	26.4%	4.8%	-1.2%	1.0%	i	?
COc1ccc2c(CC(=O)N(C)CC3COc4ccccc4O3)coc2c1 (stereo unspecified)	i	i	21.8%	-0.6%	i	23.9%	2.0%	3.1%	-2.9%	i	i
CCCc1cc(C(=O)N2CCN(c3ccccc3C)CC2)cs1	i	i	?	-4.0%	i	7.1%	0.8%	-0.2%	-3.4%	i	i
Cc1sc2c(c1C)c(=O)n(-c1ccccc1)c1nncn21	·	·	-6.2%	0.4%	·	?	-0.5%	-0.5%	0.0%	·	·
Cc1cc(C)n(/N=C/c2c[nH]c3ccccc23)c(=O)c1	·	·	1.8%[7.66 µM]	-1.9%	·	8.8%[11.4 µM]	2.0%	1.2%	-0.4%	·	·
COc1cc2c(cc1OC)CN(C(=O)c1ccc(OC)c(S(=O)(=O)N3CCOCC3)c1)CC2	i	i	7.6%	-0.5%	?	-1.7%	-1.2%	3.5%	0.6%	?	i
Cc1ccc(-c2nn(C)c(=O)c3ccccc23)cc1CNC(=O)CN1CCOCC1	i	i	0.3%	0.2%	?	3.1%	6.5%	-1.9%	0.5%	i	i
CCOC(=O)CN1CC23C=CC(O2)C(C(=O)Nc2ccc(OC)cc2OC)C3C1=O (stereo unspecified)	·	·	·	-0.3%	·	1.9%	-0.8%	-1.0%	-3.8%	·	·
Cc1ccc(N2C(=O)CC3(CC4C=CC3C4)C2=O)cc1 (stereo unspecified)	i	i	·	·	i	·	·	·	·	i	i
N#CN=C1CCCCCN1CC(N)=O	·	·	4.8%	-0.9%	·	8.3%	-1.2%	0.0%	-9.4%	·	·
Cc1csc(SCC(=O)Nc2ccccn2)n1	?	i	44.9%[activator]	-1.6%	i	11.9%	-3.8%	-3.8%	-6.5%	i	?
COc1ccccc1CNC(=O)c1ccc(CNc2c(N3CCCC3)c(=O)c2=O)cc1	·	·	·	0.5%	·	1.4%	-3.5%	-3.1%	1.5%	·	·
CO/N=C(\C(=O)N[C@@H]1C(=O)N2C(C(=O)O)=C(COC(C)=O)CS[C@H]12)c1csc(N)n1 (stereo in doubt)	·	·	·	0.0%	·	-13.6%	-1.7%	-1.5%	-2.6%	·	·
Cc1ccc(S(=O)(=O)N(Cc2ccccc2)Cc2ccco2)cc1	·	·	-14.1%	-1.7%	·	?	2.4%	-2.0%	-3.1%	·	·
CC(=O)S[C@H]1CC2=CC(=O)CC[C@@]2(C)[C@H]2CC[C@@]3(C)[C@H](CC[C@]34CCC(=O)O4)[C@@H]12	?	?	19.1%[17.1 µM]	-0.2%[34.4 µM]	4.95e-08M*	2.3%[25.6 µM]	-2.1%[34.4 µM]	-1.1%[25.7 µM]	0.8%[25.7 µM]	1.04e-08M*	?
Cc1c(C(=O)N2CCOCC2)[nH]c2ccc(OCc3ccccc3)cc12	i	i	11.7%	-0.1%	?	-1.3%	-0.5%	-0.9%	-0.7%	i	i
CC(C)(C)c1cc(NC(=O)COC(=O)C2CC2)n(-c2ccccc2)n1	i	i	-10.8%	0.8%	?	12.1%	-1.1%	-2.7%	2.6%	?	i
COc1ccc(N2C(N)=C(C#N)C(c3cccnc3)C3=C2CC(C)(C)CC3=O)cc1 (stereo unspecified)	?	i	7.6%	-1.2%	?	24.2%	2.2%	-1.3%	-3.8%	i	?
CSCSC1=C(C#N)C(c2ccc(Cl)cc2)C(C(C)=O)=C(C)N1 (stereo unspecified)	·	·	-7.7%	-0.9%	·	25.1µM*	-0.8%	-11.0%	-13.8%	·	·
COc1ccc(NC(=O)CN2CCC(C(N)=O)CC2)cc1	i	i	0.4%	0.1%	?	-4.6%	-2.5%	-1.6%	-3.1%	i	i
COCCn1c(SCC(=O)N2CCCc3ccccc32)nc2cccnc21	i	i	4.8%	-0.2%	?	3.6%	-1.4%	-1.3%	2.8%	i	?
CC(C)COC(=O)CCNc1n[nH]c(=O)[nH]c1=O	i	i	·	·	i	·	·	·	·	?	i
CC(=O)c1ccc(NC(=O)Cn2nc(C)cc2C)cc1	i	i	-5.5%	-0.2%	i	-0.4%	-5.5%	1.7%	0.8%	i	i
CC(CN(C)Cc1ccccc1)OC(=O)c1ccc2c(c1)OCCO2 (stereo unspecified)	i	i	-6.6%	0.3%	i	?	-1.5%	-0.7%	-0.6%	i	i
CCN1c2ccccc2-c2nc3ccccc3n2C1c1ccncc1 (stereo unspecified)	9.7e-08M*	i	17.7%	0.3%	i	20µM*	-2.7%	-12.6%	-14.5%	?	1.27e-07M*
Cc1ccc(-c2nnn(CC(=O)N(c3cccc(O)c3)C(C(=O)NC(C)(C)C)c3cccs3)n2)o1 (stereo unspecified)	i	i	15.0%	0.8%	i	-16.1%	-1.4%	-0.9%	-1.0%	i	i
Cc1cc(=O)c2n(Cc3ccc(Cl)cc3)nc[n+]2[nH]1	?	i	-6.2%	-1.2%	i	-5.6%	-0.9%	-1.9%	-3.0%	i	?
CCc1c(C(=O)NCc2cnn(C)c2)csc1C	i	i	0.1%	-1.5%	i	9.4%	0.6%	0.8%	-0.4%	i	i
CCNCC(O)COCC(O)CNCC (stereo unspecified)	i	i	-1.8%	0.9%	i	4.6%	-1.5%	-1.4%	-1.2%	i	i
Cc1cc2c(=O)n(Cc3ccco3)c(SCC(=O)N3CCCc4ccccc43)nc2s1	i	i	45.9%[activator]	-0.9%	?	31.6µM*	5.2%	-4.3%	-3.5%	i	i
CC1=C(C(N)=O)C(c2ccc(C)o2)C(C(N)=O)=C(C)N1	i	i	6.2%	1.0%	i	15.2%	-2.2%	0.1%	-1.6%	i	i
COc1cc(SC)ccc1C(=O)Nc1ccccc1C#N	i	i	5.2%	0.7%	i	16.6%	-6.0%	-1.5%	-0.3%	i	i
CS(=O)(=O)Nc1ccc(C(=O)NC2CCCC2)cc1	i	i	7.6%	1.3%	i	14.4%	-0.5%	5.3%	-2.0%	?	i
CCOC(=O)Cc1csc(NC(=O)c2cccnc2)n1	i	i	1.5%	-4.3%	i	4.6%	-1.5%	-1.1%	0.1%	i	i
CCOC(=O)C(C)Sc1nnc(Cc2cc(=O)[nH]c(=O)[nH]2)n1-c1ccc(Cl)cc1 (stereo unspecified)	·	·	·	-0.8%	·	-1.4%	-2.1%	-1.1%	-1.5%	·	·
Cc1cnc(C(=O)Nc2ccccc2-c2nnn(CC(=O)NC3CCCC3)n2)cn1	i	i	-4.6%	-1.0%	i	2.7%	-3.1%	1.5%	-0.6%	i	?

Screens (PubChem)
